MITF TRPM1 inh: reduces MITF-dependent TRPM1 promoter luciferase signal; SK-MEL-5 TRPM1 promoter luciferase, 24 h; inhibition, % at 12.5 µM; 0.83% of 330,000 active; AID 488899;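 active = mean inhibition across replicates of 60% or more, whatever share of single replicates reaches that level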; also: values of inactives mirror those of a sister screen read the other way
Granule exo inh: lytic granule exocytosis inhibition; TALL-104 LAMP-1 surface exposure, flow cytometry; cells stimulated with thapsigargin and PMA; 0.66% of 360,000 active; inhibition, % at 10 µM;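 active = inhibition above about 55%, limit read from the data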
NR2E3 ag-1: NR2E3 (human) agonism | GST-NR2E3/biotin-RetCOR TR-FRET, 1536-well | inhibition of corepressor binding, % at 4.78 µM | AID 2300 | 0.12% of 320,000 active | Q9Y5X4;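 active = percent inhibition above the cutoff of mean plus 3 SD of all tested compounds, set per screening campaign, cut at about 20% in these data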;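 also: 0% = DMSO wells and 100% = biotin wells as full block of FRET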
Target sequence (Q9Y5X4 whole entry, looked up): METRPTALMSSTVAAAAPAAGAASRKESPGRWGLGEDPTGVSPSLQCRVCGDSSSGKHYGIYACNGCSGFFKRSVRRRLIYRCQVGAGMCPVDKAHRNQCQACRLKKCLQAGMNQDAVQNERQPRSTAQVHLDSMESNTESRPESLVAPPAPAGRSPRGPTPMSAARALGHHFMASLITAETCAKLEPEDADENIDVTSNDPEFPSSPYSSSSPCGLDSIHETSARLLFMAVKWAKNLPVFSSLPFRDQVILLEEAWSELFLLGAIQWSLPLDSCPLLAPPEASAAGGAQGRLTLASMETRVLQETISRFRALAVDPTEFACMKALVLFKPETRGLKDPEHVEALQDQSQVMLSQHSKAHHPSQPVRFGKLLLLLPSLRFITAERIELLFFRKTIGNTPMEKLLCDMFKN
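Material: NR2E3–RetCOR corepressor complex / Amount: 1.35 nM GST-NR2E3 / Medium: Tris pH 7.5 / Compound: single nominal compound dose of 4.8 µM / Incubation: 5 h at 4 °C / Technique: TR-FRET, Eu(K)-anti-GST donor, streptavidin-D2 acceptor, ex 340, em 617/671 nm / Read-out basis: percent loss of FRET ratio relative to control wells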
PDI turbidity: PDI (human) enzyme inhibition. PDI insulin aggregation turbidity, A650, 90 min. P07237. 0.052% of 350,000 active. inhibition, % at 10 µM. AID 588391;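 active = mean inhibition across replicates of 30% or more, whatever share of single replicates reach that level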;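 also: absorbance from insulin aggregation driven by PDI reduction with DTT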
Target sequence (P07237 whole entry, looked up): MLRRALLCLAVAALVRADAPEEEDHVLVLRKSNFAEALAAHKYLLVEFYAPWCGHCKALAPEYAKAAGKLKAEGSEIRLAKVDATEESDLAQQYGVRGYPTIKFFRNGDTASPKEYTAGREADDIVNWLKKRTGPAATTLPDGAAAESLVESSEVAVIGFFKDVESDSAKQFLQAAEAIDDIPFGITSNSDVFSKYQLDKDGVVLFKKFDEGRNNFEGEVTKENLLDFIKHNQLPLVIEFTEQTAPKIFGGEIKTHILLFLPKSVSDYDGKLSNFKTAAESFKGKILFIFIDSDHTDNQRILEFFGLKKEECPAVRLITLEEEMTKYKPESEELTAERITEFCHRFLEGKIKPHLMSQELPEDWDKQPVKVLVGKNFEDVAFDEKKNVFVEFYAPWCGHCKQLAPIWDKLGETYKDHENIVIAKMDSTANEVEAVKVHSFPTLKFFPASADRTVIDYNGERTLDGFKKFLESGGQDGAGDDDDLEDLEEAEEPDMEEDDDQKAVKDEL
aDG glyco up: increases alpha dystroglycan glycosylation; 0.22% of 360,000 active; activation, % at 10 µM; Pro5-aDG cells, alpha-DG glycosylation AlphaScreen (IIH6); 0% Pro5, 100% B10-LARGE cell signal;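 active = activation of at least 8% versus controls, or a plate z-score of at least 8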;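 also: Pro5 are CHO cells carrying HIG-tagged alpha-DG that lacks glycosylation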
Vif inh: blocks HIV Vif function; HEK293T cells, Vif self-association by quenched fluorescence, imaging, 24 h; inhibition, % at 7.49 µM; 0.35% of 340,000 active; in the data active = inhibition above about 50%, passing the limit was not always enough; also: some results filed as inactive read as strong as hits
CaV13 ICDI inh: Primary screen for inhibitors of IQ motif and Ca2+-dependent inactivation inhibitor domain binding in CACNA1D, Förster resonance energy transfer in living cells, …; HEK cells, CFP/YFP FRET ICDI-IQ, plate reader, 10 min; percent FRET-ratio fall versus neutral wells; inhibition, % at 12.3 µM; 0.098% of 340,000 active;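 active = mean replicate inhibition of at least 30% and at least 1% of replicates passing that level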;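 also: 0% = median of the neutral control wells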
Peg3 promoter: reduces Peg3 promoter-driven luciferase expression in HeLa; HeLa PEG-Prom luciferase reporter, luminescence, overnight; inhibition, % at 20 µM; 1.7% of 360,000 active;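 active = inhibition of at least 50% at 20 µM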
NR2E3 ag-2: activates human NR2E3 receptor; Q9Y5X4; 0.35% of 360,000 active; AID 602229; inhibition of corepressor binding, % at 3.98 µM; CHO-S Gal4-NCOR/VP16-NR2E3 two-hybrid, luciferase;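 active = inhibition above the mean of all tested compounds plus 3 SD, cut at about 70% in these data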;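 also: 0% = DMSO with NR2E3 transfected cells and 100% = cells lacking NR2E3 construct; higher means lower luciferase signal from less NR2E3 corepressor binding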
HIF-2a block: blocks HIF-2a reporter activity | 0.72% of 360,000 active | 786-0 RCC cells HIF-2a reporter, luciferase luminescence, overnight | inhibition, % at 18.8 µM;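 active = inhibition of the luminescence signal of 40% or more relative to plate controls, in a single-dose primary screen at 18.75 µM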
hiPSC survival: enhancers of human iPSC single-cell survival; hiPSC single-cell survival, ATPlite luminescence; 100% = ROCK inhibitor wells, 0% = DMSO; survival enhancement, % at 20 µM; 0.044% of 360,000 active; in the data active = survival enhancement above about 18%;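 also: cells exposed to compounds for 16 hours before the ATP read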
* marks the source's active call; other numbers are inactive results; . = not tested or not shown.

SMILES	MITF TRPM1 inh	Granule exo inh	NR2E3 ag-1	PDI turbidity	aDG glyco up	Vif inh	CaV13 ICDI inh	Peg3 promoter	NR2E3 ag-2	HIF-2a block	hiPSC survival
Cc1c(Cl)cccc1NC(=O)NN1CCN(C)CC1	-1	52	.	5	-0.1	11	-6	-3	13	10	-0.1
COc1ccc(-c2noc(-c3cccc(OC)c3OC)n2)cc1OC	-92	-2	-1	0	-0.2	9	-6	-287	-114	-314	-1.3
Cc1cc(OCC(=O)OCC(=O)Nc2cc(S(=O)(=O)N3CCOCC3)ccc2Cl)ccc1Cl	-5	-8	.	15	-0.2	3	-7	-1	-10	7	1.2
COC(=O)NNC(=O)C(c1ccccc1)c1ccccc1	-4	-3	5	-2	-0.1	-5	-14	-4	9	9	-0.4
CC(C)CN1CCC(=O)N([C@H](CSc2ccccc2)Cc2ccccc2)CC1	-3	-6	0	8	0.0	11	-6	7	-4	-33	-0.3
COC(CNS(=O)(=O)c1ccc(S(=O)(=O)N2CCCC2)cc1)OC	-7	-4	8	10	0.1	-5	-3	1	2	19	-0.2
Cc1ccc(-n2nc3c(c2NC(=O)c2c(F)cccc2Cl)CS(=O)(=O)C3)cc1C	-8	-4	7	0	-0.2	8	-5	13	-6	-2	0.6
COC(=O)C1CC(O)CN1S(=O)(=O)c1cccs1 (configuration not stated)	2	4	5	3	-0.3	3	-6	-7	-2	5	0.8
NC(=O)CSc1nc2ccccc2c(=O)n1Cc1ccccc1	7	-10	-2	-6	-0.1	0	-4	13	-21	16	-0.3
O=C(CCCC(=O)Nc1cccnc1)Nc1cccnc1	-3	3	-1	-14	-0.2	13	.	-6	-9	25	1.3
CC(C)C(NS(=O)(=O)c1ccccc1)C(=O)OCc1cc([N+](=O)[O-])cc2c1OCOC2 (configuration not stated)	-6	-2	0	1	0.3	-9	-2	23	-25	12	1.6
O=C(Nc1cccc([N+](=O)[O-])c1)N1CCCCCC1	2	-3	0	-5	-0.1	0	-2	-2	-6	-10	-0.4
COc1ccc(/C=N/NC(=O)c2ccncc2)cc1Cn1nc([N+](=O)[O-])c(Br)c1C	6	-3	0	-2	1.3	-4	-7	13	-6	16	4.3
Cc1ccc(C(=O)Nc2ccccc2C(=O)N2CCCCCC2)cc1	9	-6	1	0	-0.1	1	-5	7	14	3	-0.2
O=c1ccc2cc(S(=O)(=O)NCc3ccccc3)ccc2[nH]1	.	1	4	.	0.3	5	-5	16	-12	1	0.4
COc1ccc(C2c3ccc4ccccc4c3Oc3ncn(CCCO)c(=N)c32)cc1 (configuration not stated)	16	65*	1	0	0.4	-3	-5	65*	8	-4	-0.7
Cc1cc(C(=O)CSc2ncnc3ccccc23)c(C)n1C1CC1	-59	-1	2	10	1.0	-32	-2	-185	20	-197	-0.2
CCOC(=O)C1=C(c2ccccc2)NC(=O)NC1c1cc(OCC)c(O)c([N+](=O)[O-])c1 (configuration not stated)	6	-9	.	1	-0.1	7	-3	24	-4	11	-0.5
S=c1[nH]ccn1CCc1ccccc1	21	3	-3	3	0.0	5	-4	4	-14	0	-0.5
Cn1cc([N+](=O)[O-])c(C(=O)n2cccn2)n1	-1	0	1	-3	0.0	-11	-14	4	-6	15	-0.5
O=C(O)c1cccc(CSc2n[nH]c(-c3ccc(Cl)cc3Cl)n2)c1	-11	10	1	-1	-0.2	0	-2	-18	-30	13	7.9
COc1ccc(Nc2nc(N)nc(CN3CCN(c4ccc(F)cc4)CC3)n2)cc1	20	8	0	-5	0.3	-6	-6	6	20	-5	-0.2
Cc1ccc2c(c1)N(CC(=O)N1CCN(C3CCCCC3)CC1)C(=O)CO2	-11	7	2	8	0.0	1	-3	-1	-15	12	0.4
NC(=O)C[C@H](NC(=O)c1ccc(Cl)cc1)C(=O)OCc1ccccc1	0	9	.	0	-0.1	-1	-5	1	-4	9	-0.2

Reformatted with values under each structure: entries from further up.
Results follow in this order: MITF TRPM1 inh, Granule exo inh, NR2E3 ag-1, PDI turbidity, aDG glyco up, Vif inh, CaV13 ICDI inh, Peg3 promoter, NR2E3 ag-2, HIF-2a block, hiPSC survival
O=c1ccc2cc(S(=O)(=O)NCc3ccccc3)ccc2[nH]1
→ ., 1, 4, ., 0.3, 5, -5, 16, -12, 1, 0.4
COc1ccc(C2c3ccc4ccccc4c3Oc3ncn(CCCO)c(=N)c32)cc1 (configuration not stated)
→ 16, 65*, 1, 0, 0.4, -3, -5, 65*, 8, -4, -0.7
Cc1cc(C(=O)CSc2ncnc3ccccc23)c(C)n1C1CC1
→ -59, -1, 2, 10, 1.0, -32, -2, -185, 20, -197, -0.2
CCOC(=O)C1=C(c2ccccc2)NC(=O)NC1c1cc(OCC)c(O)c([N+](=O)[O-])c1 (configuration not stated)
→ 6, -9, ., 1, -0.1, 7, -3, 24, -4, 11, -0.5

The listing continues:
SMILES	MITF TRPM1 inh	Granule exo inh	NR2E3 ag-1	PDI turbidity	aDG glyco up	Vif inh	CaV13 ICDI inh	Peg3 promoter	NR2E3 ag-2	HIF-2a block	hiPSC survival
CCOc1ccc(NC(=O)COC(=O)c2n[nH]c3ccccc23)cc1	-20	-1	.	2	1.2	0	-5	-130	-22	-144	5.6
COC(=O)c1cccc(N(CC(=O)NC2CCCCC2)C(=O)CNC(=O)c2cccs2)c1	11	-11	1	12	0.3	-4	-4	9	-24	4	1.1
O=C(Cn1cc(COc2ccc(C(=O)c3ccccc3)cc2)nn1)c1ccc(O)cc1	2	-4	.	-5	0.2	-2	-5	-25	-2	-54	-1.3
COc1cc(CN2CCN(Cc3ccco3)CC2)cc(OC)c1	12	-3	3	3	0.1	-11	-8	-14	-3	4	0.8
COCCn1c(SCC(=O)N2CCC(C)CC2)nc2ccccc2c1=O	-1	-2	1	-2	0.1	-1	-5	6	-20	-11	-0.5
CC1(C)CC2CC(C)(CN2C(=O)COC(=O)c2ccccc2C(F)(F)F)C1 (configuration not stated)	12	-1	1	-4	0.1	0	-6	7	5	7	-1.2
CC(=O)NC(Cc1ccccc1F)C(=O)NC1CCN(C(=O)Nc2ccc(C)cc2)CC1 (configuration not stated)	-1	3	-2	10	-0.1	-10	-5	-4	-25	-9	0.7
NC(=O)CC(NC(=O)c1ccccc1)c1ccc(N2CCCCCCC2)c([N+](=O)[O-])c1 (configuration not stated)	-7	11	2	3	-0.2	-4	-5	17	22	10	-0.4
COc1ccc(/C(O)=C2\C(=O)C(=O)N(c3cc(C)on3)C2c2ccccc2OC)cc1 (configuration not stated)	15	1	6	-7	-0.2	8	.	15	-3	8	2.1
CN(Cc1ccccc1)C(=O)c1cccc(C(=O)N(C)Cc2ccccc2)c1	1	6	4	-9	0.1	4	-19	9	4	7	0.2
Cc1sc2nc(CSCC(=O)Nc3ccc(OC(F)F)cc3)[nH]c(=O)c2c1C	2	0	4	-2	0.4	-2	3	25	-10	21	0.4
CCCCCN1N=C(C)CC1=O	0	8	1	10	-0.1	-2	-5	11	-2	11	3.6
O=[N+]([O-])c1cccnc1Oc1ccc(F)cc1F	6	-4	-2	3	0.0	-5	-3	-4	12	-2	-0.3
O=C(Nc1ccnn1C1CCN(C(=O)c2cccc(Cl)c2)CC1)C1CCOC1 (configuration not stated)	1	0	0	2	-0.2	8	.	20	-3	0	-0.5
O=C(c1c[nH]c2ccccc12)C(F)(F)F	18	2	1	15	0.0	8	-5	5	14	14	-0.2
Cc1[nH]ncc1Nc1ccccc1C(C)C	.	-3	.	.	0.0	-6	-10	-11	2	-4	3.1
Cc1cc(C)nc(SCc2nnc(SCC(=O)Nc3nc(-c4ccccc4)cs3)n2-c2ccccc2)n1	14	4	-1	-5	1.1	.	-5	3	-6	8	0.2
O=C(CN1CCN(Cc2ccccc2Cl)C1=O)NCc1ccccn1	-9	1	-1	-1	0.1	4	-1	-4	-2	6	-0.5
COc1ccc(OC)c(NC(=O)CN2C(=O)NC3(CCOc4ccccc43)C2=O)c1 (configuration not stated)	13	1	-1	-4	-0.1	10	.	-3	-8	7	-1.1
CCCN(Cc1nnc(-c2ccccc2Cl)o1)C(=O)c1cccc(S(=O)(=O)N2CCOCC2)c1	-1	-5	-5	0	0.3	-2	.	2	-13	-12	-0.1
CC(=O)N/N=C(\C)c1cccc(C(F)(F)F)c1	9	2	-3	3	-0.2	5	1	11	13	7	-0.5
CCC(=O)N(Cc1cc(=O)[nH]c2ccccc12)c1ccccc1C	8	-1	1	1	0.3	1	-2	2	11	16	-0.1
CCOCCOC(=O)C1=C(C)NC(=O)NC1c1cc2c(cc1Br)OCO2 (configuration not stated)	9	2	3	12	-0.1	20	-20	8	-12	15	-0.5
COc1cccc(CNS(=O)(=O)c2c(C(=O)N3CCCCC3)c(C)n(C)c2C)c1	12	6	-5	2	-0.1	10	-2	10	-6	7	1.7
O=c1ccc(Cl)nn1-c1ccccc1	8	1	0	20	0.0	-15	-25	6	-9	6	0.0
COc1cccc(COC(=O)Nc2ccccc2F)c1	-53	5	0	3	0.2	0	-2	-319	-124	-269	-0.2
CCOC(=O)NC1=NCC(C)(C)S1	-6	-7	.	2	-0.1	-2	-10	-10	-14	-26	1.9
COc1cccc(NC(=O)CSc2nnc(Cc3cccs3)n2-c2ccc(C)cc2)c1	33	14	2	-5	0.9	-3	-9	18	-5	18	-0.5
Clc1ccc(CNc2ncnc3[nH]ncc23)c(Cl)c1	7	-4	.	-9	0.1	-16	-10	17	-11	11	4.6
COc1ccc(C(C)NC(=O)CC23CC4CC(CC(C4)C2)C3)cc1 (configuration not stated)	-5	1	2	1	0.2	0	-7	5	1	4	-0.7
Cc1occc1-c1nnc(SCC(=O)c2c[nH]c3ccccc23)n1C	11	5	3	-7	-0.1	-2	.	3	-21	-11	1.3
CCN1CCN(C(=O)C2CCCN(S(=O)(=O)c3cccc4nsnc34)C2)CC1 (configuration not stated)	0	0	2	15	-0.1	-9	-3	10	5	5	0.3
CN(C)CCn1c(N)nc2ccccc21	6	-2	5	-1	-0.1	3	-2	-12	-1	10	-0.2
Cc1c(Cc2ccccc2)c(=O)[nH]c(=O)n1C	9	0	.	-5	-0.3	-3	-6	-6	3	10	5.9
O=C(Nc1ccc(S(=O)(=O)NC2CCCCC2)cc1)c1ccco1	5	-4	1	1	0.1	.	-7	16	17	-11	4.5
O=C(Nc1ccc(CN2CCOCC2)cc1)c1ccccc1F	-41	-4	1	-11	1.0	-5	-4	-193	-69	-158	3.0
CCC(O)C1CCN(C(=O)c2cc(COc3ccc(F)cc3F)on2)CC1 (configuration not stated)	1	10	-3	-4	-0.1	-5	-2	-9	3	-15	0.0
COc1ccc(/C=N/NC(=O)c2ccc(NC(=O)c3cccc([N+](=O)[O-])c3)cc2)c(OC)c1	-1	-3	3	-2	0.8	-11	-6	1	-10	-6	-1.5
CC(=O)NS(=O)(=O)c1cccnc1Nc1ccc(Cl)cc1	-3	2	1	-1	1.6	-3	.	-1	-16	7	-2.5
O=C1C2C3C=CC(C3)C2C(=O)N1c1n[nH]c(-c2cccnc2)n1 (configuration not stated)	-8	0	1	7	-0.2	-2	-8	-1	-21	9	2.6

Bioassay records as filed in PubChem.

Random draw from the library; about 3.5% have a hit in one of these screens.
